High-throughput results as filed in PubChem.
GLP1R inv ag – qHTS of GLP-1 Receptor Inverse Agonists (Inhibition Mode). Potency, µM (highest dose often 38.3 µM), for the others: at the highest dose activity change, negative = inhibition, usual class: inhibitors. Glucagon-like peptide 1 receptor (Homo sapiens), P43220. HEK293 GLP-1R CRE-luciferase, luminescence, 24 h; GLP-1R form is constitutively active. AID 624417, 2012. hit rate 1.6% among 410,000; also: potency is read from the fitted curve at half-maximal effect; % is scaled to controls: 0 for no effect and ±100 for the full control effect; nearly all actives have a fitted effect of over 55% in size
Target sequence (P43220 whole entry, looked up): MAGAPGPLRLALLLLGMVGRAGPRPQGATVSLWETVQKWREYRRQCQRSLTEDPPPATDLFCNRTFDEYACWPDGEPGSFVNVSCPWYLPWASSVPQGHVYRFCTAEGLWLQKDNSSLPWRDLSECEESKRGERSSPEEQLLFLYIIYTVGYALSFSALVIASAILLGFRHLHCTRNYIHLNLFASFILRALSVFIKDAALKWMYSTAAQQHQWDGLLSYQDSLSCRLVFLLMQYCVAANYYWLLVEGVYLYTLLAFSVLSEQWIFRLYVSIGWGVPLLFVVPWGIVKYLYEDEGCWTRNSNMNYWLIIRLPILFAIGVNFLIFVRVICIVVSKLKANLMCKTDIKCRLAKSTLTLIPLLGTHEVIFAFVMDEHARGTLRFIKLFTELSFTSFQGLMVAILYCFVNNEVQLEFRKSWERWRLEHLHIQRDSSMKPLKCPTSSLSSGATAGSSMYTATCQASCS
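Using stably transfected HEK293 (constitutively active GLP-1R, cAMP-luciferase reporter), compounds were incubated 24 hr and luciferase measured by luminescence.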
IL2 activator – qHTS of IL-2 Activators; IL-2 activation reporter assay, cell-based qHTS; stimulated with anti-CD3/CD4/CD28 beads; in transgenic mouse T cells; activation, % (series mostly up to about 46 µM); hit rate 0.065% among 360,000; AID 652025, 2013; in the data active = activation above about 50%; inconclusive = mostly about 30% to 49%; also: 0% is about no effect
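Unstimulated transgenic mouse T cells preincubated 60 min with compound, then stimulated with anti-CD3/anti-CD4-coated beads plus anti-CD28 for 18 h at 37 degrees C. IL-2 response read as EGFP and DsRed fluorescence by plate cytometry.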
PI5P4Ka inh – qHTS for Inhibitors of phosphatidylinositol 5-phosphate 4-kinase (PI5P4K); max response, %; hit rate 1.2% among 330,000; PI5P4Kalpha enzyme, ADP-Glo luminescence, 60 min; hits give low values; active = max response of -50% or lower; inconclusive = between -30% and -50%; inactive = -30% or higher; also: value at the top dose of about 77 µM; % is scaled to controls: 0 for no effect and ±100 for the full control effect
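qHTS, 1536-well: enzyme/substrate mix, compound by pin tool, 5 microM ATP final; RT 60 min; ADP-Glo reagents 1 (45 min) then 2 (30 min); luminescence.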
GLP1R cytotox – qHTS of GLP-1 Receptor Inverse Agonists: Cytotox Screen; hit rate 0.13% among 410,000; Potency, µM (doses to about 38.3 µM), inactives show top-dose activity change, negative = inhibition, hits mostly inhibitors; HEK293 cAMP-luciferase reporter cells, luminescence, 24 h;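 also: loss of luciferase light is scored as toxicity; potency is read from the fitted curve at half-maximal effect; % is scaled to controls: 0 for no effect and ±100 for the full control effect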
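Compound-treated cells are incubated 24 hr at 37 deg C under 5% CO2 after a 12 hour attachment period, then luciferase detection reagent is added and luminescence is measured following 12 min at room temperature; lowered signal indicates toxicity.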
GLP-1R agonist – qHTS of GLP-1 Receptor Agonists; HEK293 GLP-1R CRE-luciferase, luminescence, 4-6 h; cells express a hypersensitive GLP-1R form; Potency, µM (titrated, usually from 45.6 µM), inactives show top-dose activation, most hits filed as activators; hit rate 0.007% among 380,000; AID 624172, 2012; also: potency is read from the fitted curve at half-maximal effect; % of control where 0% means no effect
WRN helicase inh – qHTS for Inhibitors of WRN Helicase | WRN helicase unwinding, fluorescent forked duplex, kinetic | Bifunctional 3'-5' exonuclease/ATP-dependent helicase WRN (Homo sapiens), Q14191 | Potency, µM (titrated, usually from 114 µM), for the others: at the top dose activity change, negative = inhibition, most hits filed as inhibitors | hit rate 0.46% among 360,000; also: potency is read from the fitted curve at half-maximal effect; % is scaled to controls: 0 for no effect and ±100 for the full control effect; nearly all actives have a fitted effect of over 55% in size
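Primary qHTS, 1536-well format. 20 nM WRN + compound, 15 min RT; start with 100 nM forked fluorophore/quencher duplex, 2 mM ATP (final); kinetic read ex 525/em 598 nm.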
PLK1 PBD block – qHTS for Inhibitors of PLK1-PDB (polo-like kinase 1 - polo-box domain): Primary Screen; Potency, µM, without a hit: max response, negative = inhibition, hits mostly inhibitors; Serine/threonine-protein kinase PLK1 (Homo sapiens), P53350; Plk1 PBD binding of FITC phosphopeptide, fluorescence polarization; hit rate 2.8% among 360,000; also: potency is read from the fitted curve at half-maximal effect; series mostly up to about 57 µM; % is scaled to controls: 0 for no effect and ±100 for the full control effect; nearly all actives have a fitted effect of over 65% in size
D3 ag – qHTS of D3 Dopamine Receptor Agonist: qHTS; D3R DiscoveRx beta-arrestin cells, luminescence, 90 min; max activation, %; hit rate 0.58% among 410,000; AID 652048, 2013; in the data active = max activation above about 30%; also: 0% is about no effect; mostly tested at two doses, the higher about 12 µM
Target sequence (P35462 whole entry, looked up): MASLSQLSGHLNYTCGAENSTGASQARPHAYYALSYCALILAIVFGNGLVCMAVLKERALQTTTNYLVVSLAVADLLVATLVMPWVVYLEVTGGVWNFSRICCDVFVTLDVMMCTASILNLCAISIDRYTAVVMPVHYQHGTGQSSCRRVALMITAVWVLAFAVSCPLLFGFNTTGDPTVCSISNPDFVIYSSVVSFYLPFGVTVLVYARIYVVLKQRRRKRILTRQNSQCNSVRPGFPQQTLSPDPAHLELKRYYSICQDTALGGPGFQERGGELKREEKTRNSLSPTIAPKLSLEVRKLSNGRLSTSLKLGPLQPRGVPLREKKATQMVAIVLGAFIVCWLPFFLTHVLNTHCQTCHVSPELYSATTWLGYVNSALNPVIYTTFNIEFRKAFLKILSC
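Agonist mode: compounds and dopamine controls were applied to plated cells for 90 min at 37 degrees C after an overnight attachment at 1500 cells/well. Luminescent read-out followed 30 - 60 minutes at room temperature with DiscoveRx detection reagent.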
DRD3 antagonist – qHTS of D3 Dopamine Receptor Antagonist: qHTS | D(3) dopamine receptor (Homo sapiens), P35462 | D3R cells, DiscoveRx beta-arrestin luminescence, antagonist mode; hits give low values | max response, negative = inhibition, % | hit rate 2.5% among 360,000; in the data active = max response below about -50%; inconclusive = no clear call, values can overlap the other calls; also: % is scaled to controls: 0 for no effect and ±100 for the full control effect; mostly tested at two doses, the higher about 12 µM
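Cells expressing the human receptor were seeded at 1500 cells/well, incubated overnight at 37 degrees C in 5% CO2, then exposed to library compounds with dopamine controls for 90 minutes at 37 degrees C before luminescent detection.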
Numbers without * were called inactive; u = inconclusive; x = no result given; [ ] = another dose, or the depositor's remark. Unless noted, calls follow the shape of the dose curve; as a rule, active = well fitted curve in the direction sought with a large enough effect; inconclusive = small, poorly fitted or top-dose-only effect, or another doubt; inactive = no such curve, though single readings can be large; an effect the other way counts as inactive or inconclusive.

#	Compound	GLP1R inv ag	IL2 activator	PI5P4Ka inh	GLP1R cytotox	GLP-1R agonist
1	CN(C(=O)CN1C(=O)C2C3CC(C(Br)C3Br)C2C1=O)C1CCCCC1 (stereo not drawn)	u	1.1	11	4%	2%
2	COC(=O)C(CCCN1C(=O)c2ccccc2C1=O)(NC(C)=O)c1nn[nH]n1 (stereo not drawn)	7%	-0.5	7	1%	0%
3	COC(=O)CNC(=O)c1cn(CC(C)C)c(=O)c2cc(OC)c(OC)cc12	0%	-0.5	x	7%	-7%
4	COc1cc(/C=N/NC(=O)c2ccncc2)cc2c1OCO2	0%	-1.0	-1	0%	-6%
5	Nc1ccc2cccc(O)c2c1	7%	0.1	-80*	-21%	0%
6	COc1cccc(C(C(=O)NCc2ccccc2)N2CCN(c3ccccc3F)CC2)c1OC (stereo not drawn)	u	-0.7	5	1%	x
7	COc1ccc(NC(=O)CCS(=O)(=O)c2cccc3nonc23)c(OC)c1	-1%	-0.1	2	-5%	0%
8	COc1ccc(-n2c(Cc3cccn3C)nnc2SCC(=O)Nc2ccc(F)cc2F)cc1	-4%	-2.1	-2	-4%	12%
9	COc1ccccc1C(=O)Nc1ccc2c(c1)OCO2	7%	-1.0	x	-11%	2%
10	Oc1ccc(C[C@H]2CNCCN2CC2CCCCC2)cc1	u	0.1	2	-5%	18%
11	Cc1ccc(S(=O)(=O)CCC(=O)OCC(=O)NCCc2ccccc2)cc1	-4%	-0.8	2	5%	4%
12	CCCCCOc1ccc(C(=O)CCC(=O)N2CCCC2)cc1	u	0.5	-1	-10%	17%

#	WRN helicase inh	PLK1 PBD block	D3 ag	DRD3 antagonist
1	-4%	2%	2	5
2	-2%	4%	-10	15
3	7%	1%	-2	9
4	-2%	-12%	0	-5
5	-27%	u	1	-14
6	-3%	-10%	2	6
7	-1%	-5%	10	1
8	-12%	-1%	4	5
9	-4%	-2%	-2	5
10	0%	2%	26	-14
11	-10%	-9%	-5	-20
12	8%	-11%	3	3

Next section:
#	Compound	GLP1R inv ag	IL2 activator	PI5P4Ka inh	GLP1R cytotox	GLP-1R agonist
13	CNC(=O)c1nnsc1S(=O)(=O)c1ccc(Cl)cc1	4.5µM*	-1.3	-2	u	-8%
14	CCOC(=O)c1ccc(CSc2n[nH]c(C)n2)o1	6%	0.9	x	-9%	-8%
15	C=CCn1c(SC(F)F)nc2scc(-c3ccco3)c2c1=O	u	0.2	11	5%	37%
16	N#CCC(=O)Nc1ccc(C(F)(F)F)cc1N1CCOCC1	0%	0.0	0	26%	0%
17	COc1ccc(N2C(=O)CCC(C(=O)NCc3cccnc3)C2c2ccc(OC)c(OC)c2)cc1 (stereo not drawn)	4%	1.4	0	2%	-5%
18	CN(C)S(=O)(=O)c1cccc(NC(=O)Cc2ccsc2)c1	31%[activator]	-2.5	0	-2%	9%
19	OCCNc1ncnc2c1c(-c1ccccc1)c(-c1ccccc1)n2Cc1ccco1	u	-0.5	5	-13%	34%
20	Cc1cc(Cl)ccc1OCC(=O)NNC(=O)c1cccs1	-26%	-0.6	-6	1%	0%
21	Cc1sccc1/C=N/NC(=O)c1ccco1	12%	-2.2	3	2%	1%
22	CCC(=O)N=c1sc2c(OC)ccc(OC)c2n1C	-6%	-0.8	1	-14%	-7%
23	O=C(NCc1cccnc1)c1ccc(NS(=O)(=O)c2ccc(F)cc2)cc1	-7%	-4.1	0	-16%	4%
24	CCCNC(=O)c1ccc(SCC(=O)N(CC)CC)c([N+](=O)[O-])c1	3%[0.307 µM]	-0.1	2	16%[0.307 µM]	4%

#	WRN helicase inh	PLK1 PBD block	D3 ag	DRD3 antagonist
13	7.9µM*	12µM*	-19	-110*
14	2%	-5%	-3	-20
15	-18%	-11%	5	4
16	0%	1%	5	20
17	-1%	1%	0	6
18	u	-13%	-7	u
19	-19%	-26%	1	-4
20	18%	-2%	-2	-11
21	5%	-6%	7	-10
22	-7%	-14%	0	27
23	-2%	-5%	14	-6
24	-6%	-17%	-3	9

New compounds follow
#	Compound	GLP1R inv ag	IL2 activator	PI5P4Ka inh	GLP1R cytotox	GLP-1R agonist
25	Cc1ccc(-n2c(CCc3ccccc3)nnc2SCC(=O)NCc2ccccc2)cc1C	u	-2.6	0	-19%	2%
26	Nc1ccccc1SC(C[N+](=O)[O-])c1ccccc1 (stereo not drawn)	u	-4.0	-76*	u	-1%
27	Cc1nc2cc(NS(=O)(=O)c3ccccc3F)ccc2s1	-19%	-0.5	1	0%	4%
28	O=C(NCc1ccccn1)c1cc(-c2ccccc2Cl)on1	23%	-2.0	-3	-20%	20%
29	COc1ccc(/C=N/NC(=O)c2c([N+](=O)[O-])c(C)nn2C)cc1	-14%	0.4	-5	-21%	3%
30	Cc1cc2c(cc1C)N(Cc1ccccc1)C1=NCCCN12	u	-3.1	4	u	3%
31	O=C(Nc1nccs1)c1cc(S(=O)(=O)N2CCCCC2)ccc1Cl	u	1.4	-3	-11%	-16%
32	CCn1c(Cc2ccccc2)nnc1SCC(=O)Nc1ccc(N)cc1	-15%	-0.3	x	12%	0%
33	CCc1ccc([C@H]2C(C(=O)O)=C[C@@H](CC3CCCC3)N2S(=O)(=O)c2ccc(C)cc2)cc1	u	-0.7	2	-2%	-2%
34	COc1ccccc1N(C)S(=O)(=O)c1ccc(C(=O)NCC2CCCCC2)cc1	u	0.3	1	3%	10%
35	O=C(CSc1nc2ccccc2c(=O)n1NC(=O)c1ccccc1)c1ccccc1	0%	-0.4	5	-24%	-9%
36	O=C(CCN1CCOCC1)Nc1ccc2c(c1)N(C(=O)CN1CCOCC1)c1ccccc1CC2	-1%	-2.1	x	-23%	-5%

#	WRN helicase inh	PLK1 PBD block	D3 ag	DRD3 antagonist
25	0%	1%	-1	-29
26	-9%	0.75µM*	0	-7
27	-1%	-7%	10	5
28	1%	2%	-4	u
29	-2%	-9%	2	-13
30	0%	-18%	0	-12
31	2%	-1%	1	20
32	-6%	-6%	1	5
33	-15%	21µM*	14	14
34	-7%	1%	-21	u
35	-31%	-9%	-1	3
36	-4%	-5%	-6	-12

The last 6 entries of the part above open the next one.
#	Compound	GLP1R inv ag	IL2 activator	PI5P4Ka inh	GLP1R cytotox	GLP-1R agonist
31	O=C(Nc1nccs1)c1cc(S(=O)(=O)N2CCCCC2)ccc1Cl	u	1.4	-3	-11%	-16%
32	CCn1c(Cc2ccccc2)nnc1SCC(=O)Nc1ccc(N)cc1	-15%	-0.3	x	12%	0%
33	CCc1ccc([C@H]2C(C(=O)O)=C[C@@H](CC3CCCC3)N2S(=O)(=O)c2ccc(C)cc2)cc1	u	-0.7	2	-2%	-2%
34	COc1ccccc1N(C)S(=O)(=O)c1ccc(C(=O)NCC2CCCCC2)cc1	u	0.3	1	3%	10%
35	O=C(CSc1nc2ccccc2c(=O)n1NC(=O)c1ccccc1)c1ccccc1	0%	-0.4	5	-24%	-9%
36	O=C(CCN1CCOCC1)Nc1ccc2c(c1)N(C(=O)CN1CCOCC1)c1ccccc1CC2	-1%	-2.1	x	-23%	-5%
37	O=C(c1cccs1)c1no[n+]([O-])c1C(=O)c1cccs1	u	-1.1	-6	u	-2%
38	CC1Cc2nc(SCC(=O)OCc3ccccc3)n(C)c(=O)c2S1 (stereo not drawn)	-3%	-2.2	1	5%	-5%
39	COc1cc(OC)cc(-c2c(-c3ccc(F)cc3)c3cc(-c4ccc5c(c4)OCCO5)ccc3n2C)c1	u	-0.9	14	1%	-6%
40	CCCc1cc(-n2ccnc2)n2c(nc3ccccc32)c1C#N	-19%	u	-29	55%[activator]	-11%
41	CC(C)(C)C(=O)Nc1ccccc1C(=O)Nc1ccccn1	-7%	0.0	-2	15%	2%
42	COc1ccc(OC)c(C(=O)c2ccc(C(=O)Nc3ccc(NC(C)=O)cc3)cc2)c1	8%	0.4	6	-3%	2%
43	Cn1sccc1=O	3%	-0.4	u	3%	-3%
44	Cc1[nH]n(-c2ccc(F)cc2)c(=O)c1/C=N/c1sc2c(c1C#N)CCCC2	5%	0.1	1	-16%	-23%
45	c1ccc(Cc2nn3c(C4COc5ccccc5O4)nnc3s2)cc1 (stereo not drawn)	10%	4.5	x	1%	-4%
46	CCCCc1c(-c2ccccc2OC)ncn1CCc1ccc(OC)cc1	u	-0.8	6	-12%	-1%
47	CCCCOC(=O)c1ccc(N/C(=N\S(=O)(=O)c2ccccc2)c2ccccc2)cc1	u	-4.1	5	3%	6%
48	COc1ccc(OC)c(Nc2nc(-c3sc(N)nc3C)cs2)c1	81%[activator]	0.3	x	-15%	30%
49	CCc1nc2ccc(C(=O)NC3CCN(Cc4ccccc4)CC3)cn2c1N(C)Cc1cc2ccccc2s1	u	-1.0	-9	u	-1%
50	CCOC(=O)c1c(C)[nH]c(C(=O)COC(=O)c2ccccn2)c1C	37%[activator]	2.5	x	4%	13%
51	CCOc1ccc(-n2ccc(=O)c(C(=O)O)n2)cc1	20%	-0.4	0	-1%	-2%

#	WRN helicase inh	PLK1 PBD block	D3 ag	DRD3 antagonist
31	2%	-1%	1	20
32	-6%	-6%	1	5
33	-15%	21µM*	14	14
34	-7%	1%	-21	u
35	-31%	-9%	-1	3
36	-4%	-5%	-6	-12
37	28µM*	u	-12	-8
38	-6%	-19%	-4	-21
39	7%	3%	6	-14
40	-8%	38%[activator]	5	0
41	-5%[57.1 µM]	5%	-1	13
42	-26%	2%	7	11
43	6%	15µM*	-17	-71*
44	6%	u	22	5
45	-13%	21µM*	4	10
46	-2%	-1%	-1	5
47	-16%	-15%	-6	15
48	-32%	u	-4	30
49	-13%	0%	-10	-68*
50	4%	4%	-3	-10
51	13%	-5%	1	7
